NCOA2 inhibitor: human SRC2 (NCOA2) inhibition | Q15596 | HEK293 GAL4-SRC2 luciferase reporter, luminescence | inhibition, % at 9 µM | 370,000 compounds, 0.17% hits | AID 651957;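 active = inhibition above the mean inhibition of all tested compounds plus 3 SD, set per campaign, cut at about 52% in these data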;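 note: 0% = DMSO treated cells and 100% = cells given Gossypol at 36 µM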
H9c2 protect: myocardial damage modulation in H9c2 cells. H9c2 cardiomyocytes, H2O2 injury protection, ATPLite, 2 h. protection from H2O2 cell death, % at 20 µM. 360,000 compounds, 0.63% hits. AID 588492;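 active = compounds giving at least 50% protection of heart cells from peroxide-induced death in the single-dose screen, raw or plate-pattern-corrected value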;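 note: 0% = DMSO wells with peroxide and 100% = DMSO wells without peroxide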
Glyco luc inh: N-linked glycosylation inhibition. 360,000 compounds, 0.23% hits. reporter increase, % at 12.5 µM. D54 ERlucT glycosylation luciferase reporter, 24 h; percent of 100 nM tunicamycin response;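 active = mean luciferase reporter signal, scaled so untreated is 0 and the glycosylation-blocking control 100, at or above a set limit in every replicate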;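 note: luciferase carries N-glycosylation sites so blocking glycosylation raises the light; 0% = median of neutral control wells and 100% = median of 100 nM tunicamycin wells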
NOD2 RIPK2 PPI: blocks binding of human NOD2 to RIPK2; inhibition, % at 4.98 µM; AID 624267; 360,000 compounds, 0.38% hits; CHO BLA complementation NOD2-RIPK2, CCF4 ratio; in the data active = inhibition above about 21%;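 note: 0% = vehicle only and 100% = reference blocker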
MC4R ag barr: activates human MC4R beta-arrestin recruitment. 360,000 compounds, 0.98% hits. U2OS MC4R beta-arrestin complementation, luminescence; percent of melanotan II response, DMSO zero. P32245. activation, % at 8.9 µM;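 active = activation above a per-plate cutoff, the mean activation of sample wells on that plate plus 3 SD, cut at about 8% in these data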
m5-HT2A agonist: mouse HTR2A agonism via beta-arrestin recruitment | P35363 | CHO-K1 mHTR2A beta-arrestin complementation, luminescence; percent of 30 µM serotonin response | activation, % at 7.6 µM | 360,000 compounds, 0.66% hits | AID 624169;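 active = activation above a run cutoff, the mean activation of all tested compounds plus 3 SD, cut at about 14% in these data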;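 note: 0% = plate median of compound wells and 100% = 30 µM serotonin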
MC4R antagonist: blocks human MC4R cAMP signaling. MC4R-expressing cells, MTII-stimulated cAMP, LANCE TR-FRET. inhibition, % at 6.5 µM. 360,000 compounds, 0.48% hits. AID 540295. P32245;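 active = inhibition above its plate's cutoff, the mean of tested wells on that plate plus 3 SD, cut at about 29% in these data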;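 note: 0% = Melanotan II alone and 100% = Melanotan II plus saturating MCL0020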
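Assay system: U2OS-MC4R stable cell line; Also added: Melanotan II; Technique: Eu-cAMP/anti-cAMP TR-FRET, emission 671 nm; Times: 30-min compound, 1-h challenge, 1-h detection, room temperature.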
TLR9-MyD88 block: TLR9-MyD88 interaction inhibition. Q9NR96+Q99836. CHO BLA complementation TLR9-MyD88, CCF4 FRET ratio. inhibition, % at 4.98 µM. 340,000 compounds, 0.21% hits;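 active = inhibition above the mean over all tested compounds plus 3 SD, cut at about 21% in these data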;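 note: 0% = DMSO only wells and 100% = clavulanate BLA inhibitor control wells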
ABHD5 PLIN5 PPI: blocks binding of human ABHD5 to perilipin-5. Split G. princeps luciferase complementation, luminescence, 4 h. inhibition, % at 4 µM. 360,000 compounds, 0.78% hits. AID 602281;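 active = inhibition above the mean inhibition across every tested compound plus 3 SD, cut at about 22% in these data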;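 note: 0% = DMSO only wells and the 100% control is not disclosed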
Target sequence (Q00G26 whole entry, looked up): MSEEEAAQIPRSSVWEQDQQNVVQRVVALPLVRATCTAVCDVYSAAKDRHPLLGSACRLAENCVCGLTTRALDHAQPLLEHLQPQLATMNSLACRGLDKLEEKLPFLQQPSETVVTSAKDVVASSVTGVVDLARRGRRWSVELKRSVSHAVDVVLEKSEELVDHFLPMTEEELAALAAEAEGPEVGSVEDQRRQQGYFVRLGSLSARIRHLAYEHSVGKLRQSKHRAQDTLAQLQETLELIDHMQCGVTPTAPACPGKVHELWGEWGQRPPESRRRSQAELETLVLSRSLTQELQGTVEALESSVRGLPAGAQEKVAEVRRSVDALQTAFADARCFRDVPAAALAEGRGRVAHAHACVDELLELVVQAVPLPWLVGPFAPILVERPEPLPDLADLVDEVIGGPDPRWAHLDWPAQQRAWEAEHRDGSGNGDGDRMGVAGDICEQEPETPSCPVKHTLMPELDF
Target sequence (Q8WTS1 whole entry, looked up): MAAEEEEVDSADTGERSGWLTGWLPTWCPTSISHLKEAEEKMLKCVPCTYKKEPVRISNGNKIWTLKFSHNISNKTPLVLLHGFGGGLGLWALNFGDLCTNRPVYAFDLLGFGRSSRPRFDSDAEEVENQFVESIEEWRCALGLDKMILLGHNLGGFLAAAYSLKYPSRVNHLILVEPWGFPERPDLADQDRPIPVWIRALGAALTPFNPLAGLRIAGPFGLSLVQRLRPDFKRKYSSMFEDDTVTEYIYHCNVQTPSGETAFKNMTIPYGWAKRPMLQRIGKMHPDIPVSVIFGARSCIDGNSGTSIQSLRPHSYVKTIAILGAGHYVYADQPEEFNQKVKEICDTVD
ABCB6 inh MLPCN: inhibitors of human ABC transporter ABCB6 | Q9NP58 | K562-ABCB6 porphyrin accumulation, flow cytometry, 1 h; hits give low values | fluorescence ratio to DMSO, % at 10 µM | 360,000 compounds, 0.19% hits;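 active = fluorescence ratio to DMSO below 75%, the collection mean minus 3 SD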;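 note: signal is porphyrin accumulated inside mitochondria; 100% equals median channel fluorescence of DMSO control wells; lower ratio means ABCB6 inhibition with less porphyrin fluorescence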
The depositor's hits bear a star; . = not tested or not shown. These rows are one share of the data; count on the stated rates, not on these rows.

SMILES	NCOA2 inhibitor	H9c2 protect	Glyco luc inh	NOD2 RIPK2 PPI	MC4R ag barr	m5-HT2A agonist	MC4R antagonist	TLR9-MyD88 block	ABHD5 PLIN5 PPI	ABCB6 inh MLPCN
Cc1cc(C)c(NC(=S)N(CCCN2CCN(C)CC2)Cc2cccs2)c(C)c1	13	3	2	-6	-2.0	-10	3	-1	-2	105
CN(Cc1nccn1C)C(=O)C1CCC(=O)N(Cc2cccc(C(F)(F)F)c2)C1 (configuration not stated)	0	-1	0	1	-1.3	4	-2	-1	-7	93
N#Cc1cccc(NC(=S)Nc2ccccc2)c1	16	-1	-2	-9	1.1	-1	6	-19	4	95
CC(=O)c1ccc(S(=O)(=O)Nc2cc3c(cc2C(C)=O)OCO3)cc1	-16	16	0	-12	-0.8	-3	7	2	2	90
O=C1c2ccccc2C(=O)c2c(NCc3cccnc3)cccc21	7	-5	1	-8	1.1	0	12	-10	-1	110
Cc1ccc(-n2nc(-c3ccccc3)cc2Nc2ccccc2N)cc1	19	21	-1	-10	1.6	0	5	-6	-4	99
CCCc1cc(=O)[nH]c2nnc(SCC(=O)NC3CCCC3)n12	-32	-3	-1	-4	-0.6	10	3	4	-1	91
Cc1cccc(N2CCN(C(=O)c3cccc(S(=O)(=O)N4CCCCC4)c3)CC2)c1C	-6	-3	-1	-7	3.0	5	11	-11	9	87
O=C(O)C1C2CCC(CC2)C1C(=O)N1CCN(Cc2ccc(F)cc2)CC1 (configuration not stated)	-2	2	1	-1	0.2	-5	4	6	-3	98
Cn1c(=O)c2c(nc3n2CCCN3CCc2ccccc2)n(C)c1=O	-4	5	-2	-13	-1.0	-1	2	-23	-6	106
COc1ccc(C2NCCc3cc(OC)c(OC)cc32)cc1OC (configuration not stated)	-20	2	5	3	0.1	-2	0	-4	1	94
CCOc1ccc(C(=O)NCC(=O)NCC(c2ccc(OC)cc2)N2CCCC2)cc1 (configuration not stated)	16	5	-5	4	0.8	-2	7	5	10	94
COc1ccc2ccccc2c1CN1CCSCC1	-65	1	-2	4	-0.8	1	1	-8	-7	98
CC(C)Oc1ccc(S(=O)(=O)N2CCCCC2)cc1NC(=O)C1=NN(c2ccccc2)C(=O)CC1	-23	-3	-5	-1	-1.7	2	6	-7	-1	111
OC(c1cc(Cl)cc(Cl)c1)c1ncc(-c2cccc(F)c2)[nH]1 (configuration not stated)	11	-21	2	-9	5.1	6	3	.	0	91

Whole records, quoted from the list. Order of values: NCOA2 inhibitor | H9c2 protect | Glyco luc inh | NOD2 RIPK2 PPI | MC4R ag barr | m5-HT2A agonist | MC4R antagonist | TLR9-MyD88 block | ABHD5 PLIN5 PPI | ABCB6 inh MLPCN
OC(c1cc(Cl)cc(Cl)c1)c1ncc(-c2cccc(F)c2)[nH]1 (configuration not stated) is entered as 11 | -21 | 2 | -9 | 5.1 | 6 | 3 | . | 0 | 91
O=C1c2ccccc2C(=O)c2c(NCc3cccnc3)cccc21 is entered as 7 | -5 | 1 | -8 | 1.1 | 0 | 12 | -10 | -1 | 110
CCCc1cc(=O)[nH]c2nnc(SCC(=O)NC3CCCC3)n12 is entered as -32 | -3 | -1 | -4 | -0.6 | 10 | 3 | 4 | -1 | 91

Other results follow.
SMILES	NCOA2 inhibitor	H9c2 protect	Glyco luc inh	NOD2 RIPK2 PPI	MC4R ag barr	m5-HT2A agonist	MC4R antagonist	TLR9-MyD88 block	ABHD5 PLIN5 PPI	ABCB6 inh MLPCN
CCOC(=O)C1CCN(C(=O)Cc2c(F)cccc2Cl)CC1	12	0	2	-1	0.1	4	2	-1	-1	87
CCn1nc(C(=O)N2CCN(Cc3nc4ccccc4s3)CC2)c2ccccc2c1=O	-13	43	-4	-8	-0.3	5	7	-3	-11	81
C=CCn1c(=O)[nH]c2cc(C(=O)N3CCN(c4ccc(C(C)=O)cc4)CC3)ccc2c1=O	-3	46	-1	-1	-0.2	-2	3	-5	4	99
O=C(CC(NCCN1CCOCC1)C(=O)O)Nc1cccc(Cl)c1 (configuration not stated)	18	-4	-1	7	0.0	-4	5	3	8	97
NS(=O)(=O)c1ccc(NC(=O)CSc2nc3c(cnn3-c3ccccn3)c(=O)[nH]2)cc1	6	0	2	-6	-1.3	4	-4	3	-7	99
Cc1onc(-c2ccccc2)c1C(=O)Nc1nc(-c2cc(F)ccc2F)cs1	-27	-5	7	-2	34*	6	-6	3	-1	82
Cc1ccc(NC(=O)c2oc3ccccc3c2COC(C)C)cc1S(=O)(=O)N1CCOCC1	14	13	-3	1	0.5	-6	4	7	-11	95
C=CCNc1oc(/C=C/c2ccccc2)nc1C#N	-57	-8	-1	-11	-2.9	-5	7	-25	1	95
O=C(NC1CCCCC1)c1n[nH]c2c1CC(c1ccccc1)CC2 (configuration not stated)	-69	-11	-2	-6	2.7	-1	12	-9	-10	101
COc1ccc(N2CC(O)=C(c3nc(-c4ccc(F)cc4)cs3)C2=N)cc1OC	-22	25	-3	-11	-0.9	-5	11	1	9	91
COc1ccc(C(=O)N2CCN(C)C(C)C2)cc1OC1CCN(C(C)=O)CC1 (configuration not stated)	-17	-2	0	-33	-3.2	-1	-2	-4	2	92
COCCNC(=O)CSc1nc(-c2ccc(OC)c(OC)c2)cc(C(F)(F)F)n1	6	6	1	-8	-0.8	0	8	-7	0	113
CC(C)CC(=O)Nc1c2c(nn1-c1cccc(Cl)c1)CS(=O)(=O)C2	-18	4	0	-9	0.6	7	5	-2	7	99
CC1CCN=C(N)S1 (configuration not stated)	8	14	0	6	-0.4	16*	-4	3	4	91
O=C1NCCN(Cc2ccoc2)C1CC(=O)N(Cc1ccccc1)CC1CCC1 (configuration not stated)	-21	7	1	-8	1.1	-2	-2	6	15	102
O=C(c1noc2c1CCCC2)N1CCCCC1	-15	12	1	4	-0.8	-3	1	-11	-2	99
Cc1noc(NS(=O)(=O)c2ccc(NC(=O)c3ccc(N(C)C)cc3)cc2)c1C	13	-2	2	-5	-2.0	-5	0	-1	1	100
CCCCOc1cccc(-c2nnc(N)s2)c1	-21	-3	-2	-12	-1.1	-3	4	-1	-2	99
O=C(C1CCCO1)N1CCN(C(=S)Nc2ccc(Cl)cc2)CC1 (configuration not stated)	8	6	0	-11	-1.7	0	2	-8	1	102
CCOC(=O)C1(C)CCN1C(=O)c1ccco1 (configuration not stated)	-14	4	1	-1	-0.3	1	14	.	-5	99
O=C(O)[C@H](Cc1ccccc1)N1Cc2ccccc2C1=O	8	8	-1	6	-0.6	2	5	3	-6	100
CCCNC(=O)c1onc(CSc2ccc(F)cc2)c1C(=O)NCCC	14	2	-2	-7	-1.1	-1	5	-10	0	96
CCCC(O)(c1ccc(OC)cc1)C(CN1CCOCC1)c1ccccc1 (configuration not stated)	21	0	-4	4	0.3	-4	1	-3	0	96
CCCCNC(=O)c1c(C)cc(=O)oc1C	-2	-1	1	8	-1.6	8	1	-14	-3	107
CCC(=O)Nc1cccc(NC(=O)c2cc3ccccc3o2)c1	-32	-17	-1	-7	-1.6	3	-3	-1	-5	94
C/C(=N\NC(=S)NCCc1ccccc1)c1ccc(O)cc1O	-6	-7	0	-3	2.8	-6	18	-17	-3	97
Cc1cccc(S(=O)(=O)N2CCCc3ccccc32)c1	16	-9	-4	0	-0.9	-3	18	0	-6	95
COc1ccc(NC(=O)Nc2cccc(Cl)c2Cl)c(OC)n1	-27	-5	-2	-3	23*	-2	4	1	8	93
Cc1cc(N2CCCCC2)nc2ccc(NC(=O)c3ccc(Br)o3)cc12	8	14	-1	-6	-1.9	-2	6	-2	5	112
CCCCNC(=O)c1c(O)c2cccc3c2n(c1=O)CCC3	13	12	0	-6	-1.7	10	6	8	-5	104
CCOC(=O)c1c(N)sc2c(OCC)c(Br)ccc12	-13	-8	1	-12	0.8	7	-10	-4	-7	96
COc1cccc(/C=C2/SC(=O)N(CC(=O)N3CCc4ccccc4C3)C2=O)c1OCC(=O)O	4	4	0	-2	-1.4	4	8	3	5	92
O=C(O)c1ccc(COc2ccc3c4c(c(=O)oc3c2)CCC4)o1	-11	2	-1	-4	0.3	-2	-1	-6	0	100
COc1ccc(C(=O)N2CCN(C)C(=O)[C@@H]2C)cc1OC1CCN(C(C)C)CC1	-16	5	3	-3	-2.1	3	14	-2	-2	102
CCOC(=O)C(CC(C)C)CP(=O)(O)CNC(=O)OCc1ccccc1 (configuration not stated)	1	6	1	-8	3.1	3	7	-1	-2	85
Cc1ccc(C(=O)c2c(NC(=O)c3ccncc3)sc3c2CCCC3)cc1	-14	-18	-5	4	-0.5	2	5	-3	2	95
Cn1c(SCC(=O)N2c3ccccc3CCc3ccccc32)nnc1-c1ccc(O)cc1	-3	18	0	0	-2.0	-2	9	-4	-3	105
CCOc1ccc(NC(=O)COC(=O)c2n[nH]c3ccccc23)cc1	-31	-10	0	3	1.7	0	13	-1	-3	95
CCc1nnc(NC(=O)c2ccc(S(=O)(=O)N(CCOC)CCOC)cc2)s1	-4	0	3	7	0.4	5	10	-6	-6	96
Cc1ccc2c(c1)N(CC(=O)N1CCCCC1)C(=O)CO2	8	0	-1	-7	-0.3	-2	4	9	4	99
c1ccc(-c2ncc(CN3CCN(c4ccccn4)CC3)[nH]2)cc1	-13	5	0	3	1.1	-4	7	-5	3	95
CCCCn1c(N)c(N(C)C(=O)c2cc3c(s2)CCCCC3)c(=O)[nH]c1=O	11	-4	1	-13	-2.5	6	2	-3	-1	99
COc1cc(=O)[nH]c(SC(C)C(=O)Nc2nc3c(s2)CCCC3)n1 (configuration not stated)	7	4	-1	-5	0.0	-2	7	4	-1	97
CC(C)C[C@H](NC(=O)c1cc2cc(Cl)ccc2n1C)C(=O)N1CCC(C(=O)O)CC1	9	-4	1	-15	-0.3	-3	0	-5	-10	98
COC(=O)c1[nH]c2ccccc2c1NC(=O)c1ccccc1F	8	7	1	-14	-1.1	4	-13	.	12	103
COc1cc(C(O)C(=O)O)ccc1O (configuration not stated)	-36	4	3	-10	1.3	-1	21	-4	2	99
COc1ccc(/C=N/NC(=O)C2CC2)c(OC)c1OC	6	2	2	-6	-1.5	4	4	1	-6	97
C[C@H](CO)N1C[C@H](C)[C@H](CN(C)C(=O)C2CC2)OCc2cnnn2CCCC1=O	4	-8	-1	-6	-1.0	2	7	1	2	95
Cn1c(/C=N/NC(=O)c2ccccc2Br)nc2ccccc21	17	32	7	-2	2.5	-1	14	-5	5	107
Cc1ccc(S(=O)(=O)NCC(=O)Nc2cccc([N+](=O)[O-])c2)cc1	22	2	3	4	-1.8	-1	0	11	7	101
O=C1CN(C(=O)c2ccco2)c2ccccc2N1	-11	4	0	13	-1.3	-3	1	10	-1	91
COC(=O)c1ccccc1NC(=O)Nc1cc(C)ccn1	-10	-2	1	-7	0.9	-2	2	-6	3	101
NCCCC[C@H]1CN=C(N)N1CCc1cccc2ccccc12	-13	4	1	7	-1.3	-2	-1	-4	3	96
CC1=C(c2ccccc2)C(O)(c2ccccc2)C(C)C1=O (configuration not stated)	-6	-4	1	-10	-1.4	1	10	-8	7	92
CN1CCN(c2ccccc2NC(=O)c2cccc(OCc3ccccc3)c2)CC1	-9	3	-4	-10	0.8	-3	1	-6	0	101

Source: PubChem BioAssay
